# High-throughput results deposited in PubChem BioAssay by National Center for Advancing Translational Sciences (NCATS).
# HBB splicing – hemoglobin beta splicing modulation. Potency, µM (series often up to 46.1 µM), without a hit: at the highest dose activation, most hits filed as activators. HBB splicing reporter cell assay, activation; EGFP reporter with mutant IVS2-654 intron; response scale: normalised to 500 nM splice-correcting PNA. actives 0.06% (n = 65,000). AID 925; also: potency is read from the fitted curve at half-maximal effect; 0% is about no effect
#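 Compounds were applied for 2 days to HeLa EGFP-654 cells, 500/well in Optimem with 2% FCS. The reporter's EGFP is disrupted by mis-splicing of beta-globin intron IVS2-654. Readout: summed well GFP fluorescence from 488 nm laser scanning; reference was 500 nM antisense […] 654 PNA.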
# Tau fil binding – binds recombinant human tau filaments | Potency, µM (titrated, usually from 57.1 µM), without a hit: top-dose activity change, negative = inhibition | P10636 | AID 596 | actives 2% (n = 71,000) | recombinant tau filaments, thioflavin S fluorescence, 15 h; filaments grown with octadecylsulfate alongside compound;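 also: potency is read from the fitted curve at half-maximal effect; % is scaled to controls: 0 for no effect and ±100 for the full control effect; actives lower thioflavin S fluorescence by blocking filaments or displacing dye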
#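 Read-out: ThS fluorescence, 450 nm excitation/510 nm emission; lower signal marks blocked filament formation or displaced dye. Tau at 1 uM with 30 uM ODS, 10 uM ThS, 5 mM DTT, 100 mM NaCl, 10 mM HEPES pH 7.4; 15 h, 37 C.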
# DNA Pol III inh – DNA polymerase III holoenzyme inhibition. AID 603. Potency, µM (series often up to 57.1 µM), for inactives: at the top dose activity change, negative = inhibition. actives 0.25% (n = 71,000). reconstituted DNA polymerase III holoenzyme replication, biochemical; also: potency is read from the fitted curve at half-maximal effect; % is scaled to controls: 0 for no effect and ±100 for the full control effect
#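 Reconstituted *E. coli* holoenzyme (0.35 nM Pol III, 1 nM beta, 154 nM SSB, 2 nM primase) was preincubated with compound for 15 min at RT. Synthesis on 1.4 nM ssM13Gori ran 35 min, then was stopped with PicoGreen/EDTA and read as dsDNA fluorescence.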
# HADH2 inhib – HADH2 (human) dehydrogenase inhibition; Q99714; recombinant HADH2, NADH fluorescence, beta-hydroxybutyryl-CoA; Potency, µM (series often up to 57.1 µM), without a hit: at the highest dose activity change, negative = inhibition, most hits filed as inhibitors; actives 3.4% (n = 73,000); AID 886; also: potency is read from the fitted curve at half-maximal effect; % is scaled to controls: 0 for no effect and ±100 for the full control effect; nearly all actives have a fitted effect of over 60% in size; many of its hits are not listed in these tables
# Target sequence (Q99714 whole entry, looked up, one chain of several): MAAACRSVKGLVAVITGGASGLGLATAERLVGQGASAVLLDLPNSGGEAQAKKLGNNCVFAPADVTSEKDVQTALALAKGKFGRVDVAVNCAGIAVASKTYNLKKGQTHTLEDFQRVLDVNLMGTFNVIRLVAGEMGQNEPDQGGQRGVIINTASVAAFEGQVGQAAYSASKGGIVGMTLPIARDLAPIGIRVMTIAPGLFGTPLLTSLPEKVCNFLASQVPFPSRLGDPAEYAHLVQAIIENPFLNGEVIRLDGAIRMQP
#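 His-tagged recombinant enzyme from E. coli, 20 nM, preincubated 15 min RT with compound; reaction started with 1 mM NAD+ and 90 uM beta-hydroxybutyryl-CoA in 100 mM Tris-HCl pH 9.0. NADH fluorescence (ex 360/em 450) read over 4 min; last-minus-first difference.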
# 15-hLO inh – blocks human 15-lipoxygenase activity; P16050; purified 15hLO-1, xylenol orange hydroperoxide absorbance; Potency, µM (series often up to 57.1 µM), without a hit: top-dose activity change, negative = inhibition, most hits filed as inhibitors; actives 1.4% (n = 74,000); AID 887; also: potency is read from the fitted curve at half-maximal effect; % is scaled to controls: 0 for no effect and ±100 for the full control effect; nearly all actives have a fitted effect of over 55% in size
# Target sequence (P16050 whole entry, looked up): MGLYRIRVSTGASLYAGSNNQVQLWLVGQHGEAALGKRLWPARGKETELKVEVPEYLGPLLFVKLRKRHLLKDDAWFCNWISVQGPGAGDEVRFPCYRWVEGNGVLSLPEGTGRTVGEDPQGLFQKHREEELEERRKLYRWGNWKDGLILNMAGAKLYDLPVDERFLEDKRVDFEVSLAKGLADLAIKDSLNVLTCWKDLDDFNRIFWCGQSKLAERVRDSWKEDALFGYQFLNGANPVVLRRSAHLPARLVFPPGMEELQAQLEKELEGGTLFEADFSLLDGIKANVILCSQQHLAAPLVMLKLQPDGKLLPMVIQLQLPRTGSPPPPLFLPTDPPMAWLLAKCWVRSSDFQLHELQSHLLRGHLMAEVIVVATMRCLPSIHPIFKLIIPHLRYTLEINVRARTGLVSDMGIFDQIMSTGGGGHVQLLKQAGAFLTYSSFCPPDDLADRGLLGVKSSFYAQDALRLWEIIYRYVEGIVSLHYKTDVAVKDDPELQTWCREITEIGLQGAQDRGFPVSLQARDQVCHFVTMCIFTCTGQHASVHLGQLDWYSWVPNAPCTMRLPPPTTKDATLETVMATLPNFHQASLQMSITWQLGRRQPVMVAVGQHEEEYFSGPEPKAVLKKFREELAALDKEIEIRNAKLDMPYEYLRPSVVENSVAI
#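 Inhibition is scored from a chromogenic endpoint. After 15 min enzyme-compound contact, arachidonic acid (50 uM final) reacts 6 min with 40 nM 15hLO-1 at room temperature, then Fe-XO reagent is added for 30 min and absorbance ratio recorded.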
# CRE-bla Fsk – modulators of forskolin-stimulated CRE signaling in CHO cells; CHO CRE-bla reporter (cAMP response element driving beta-lactamase), forskolin EC10, beta-lactamase ratio; Potency, µM (top dose mostly 38.2 µM), for the others: at the top dose activity change, negative = inhibition, actives largely listed as activators; actives 2.5% (n = 71,000); AID 662; active = well fitted activation curve with a large enough effect in the signal ratio, with a control signal flat, not every such curve was filed as active; inconclusive = small, poorly fitted or top-dose-only effect, or effect the other way, or a change in a side signal; the % refers to the signal ratio; also: potency is read from the fitted curve at half-maximal effect; % of control where 0% means no effect
#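 CRE-bla CHO reporter cells treated with compound titration plus EC10 NKH 477 (water-soluble forskolin), incubated 3 h at 37 °C; CCF4 loading 2 h at room temperature, 460/530 nm emission ratio read, AC50 values derived for positive or negative modulators.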
# Luciferase inh – blocks Photinus pyralis firefly luciferase activity; P08659; purified firefly luciferase, luminescence, 8 min; Potency, µM (highest dose often 57.1 µM), inactives show at the top dose activity change, negative = inhibition, actives largely listed as inhibitors; actives 2.2% (n = 72,000); AID 411; also: potency is read from the fitted curve at half-maximal effect; % is scaled to controls: 0 for no effect and ±100 for the full control effect; nearly all actives have a fitted effect of over 40% in size
#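 Titration-based qHTS; buffer 50 mM imidazole pH 7.2, 50 mM KCl, 7 mM MgCl2, 10 uM ATP, 0.01% Tween 20, 0.05% BSA; luciferase/luciferin detector mix added after compound; 8 min, ambient; luminescence.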
# Hsp90 Hop PPI – changes Hsp90-Hop TPR2A binding signal, up or down. AlphaScreen TPR2A-His6 binding biotin-Hsp90 C-terminal peptide. Potency, µM (titrated, usually from 57 µM), inactives show at the highest dose activity change, negative = inhibition. actives 0.44% (n = 71,000). AID 595; active = well fitted curve in either direction with a large enough effect; inconclusive = small, poorly fitted or top-dose-only effect, or another doubt; also: potency is read from the fitted curve at half-maximal effect; % is scaled to controls: 0 for no effect and ±100 for the full control effect; many of its hits are not listed in these tables
# Rhodamine autofl – compound autofluorescence in rhodamine spectral region. Rhodamine-region fluorescence, 547/598 nm, Tris buffer; active compounds read high. max dye-equivalent concentration, M. actives 0.05% (n = 59,000). AID 594; in the data active = max dye-equivalent concentration above about 11 nM; inconclusive = between about 1.1 nM and that limit
#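 Intensities are converted to rhodamine-equivalent concentration using a six-point rhodamine standard on each plate. Compounds sit 15 min at room temperature in 100 mM Tris buffer, pH 8.0; read uses the 547/598 nm excitation/emission pair.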
# ERK AVP inh – blocks ERK signaling stimulated by vasopressin. Potency, µM (top dose mostly 57.5 µM), inactives show at the highest dose activity, negative = inhibition, hits mostly inhibitors. HEK293-V1b, vasopressin-stimulated pERK AlphaScreen. AID 995. actives 0.99% (n = 72,000); also: potency is read from the fitted curve at half-maximal effect; % is scaled to controls: 0 for no effect and ±100 for the full control effect; nearly all actives have a fitted effect of over 55% in size
#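 V1b-HEK293 cells; cpd 30 min 37C; 25 nM vasopressin 5 min; lyse 10 min; AlphaScreen beads 5 hr RT. Normalized to DMSO basal and 25 nM vasopressin; AC50 by Hill fit.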
# Texas Red fluor – compound fluoresces in the Texas Red spectral region. max dye-equivalent concentration, M. actives 0.06% (n = 59,000). Compound fluorescence, Texas Red channel, 547/618 nm; active compounds read high. AID 587; in the data active = max dye-equivalent concentration above about 10 nM; inconclusive = between about 1.1 nM and that limit
#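 qHTS profiling of intrinsic compound fluorescence; 100 mM Tris pH 8.0; 15 min RT; ex 547 / em 618 nm; response expressed as Texas Red dye-equivalent concentration from six-point plate standard.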
# * = called active by the depositor; i = inactive; u = inconclusive; x = not tested or not shown; [ ] = another dose, or the depositor's remark. Unless noted, calls follow the shape of the dose curve; as a rule, active = well fitted curve in the direction sought with a large enough effect; inconclusive = small, poorly fitted or top-dose-only effect, or another doubt; inactive = no such curve, though single readings can be large; an effect the other way counts as inactive or inconclusive. The list is partial; the hit share may differ from the screen's.
SMILES,HBB splicing,Tau fil binding,DNA Pol III inh,HADH2 inhib,15-hLO inh,CRE-bla Fsk,Luciferase inh,Hsp90 Hop PPI,Rhodamine autofl,ERK AVP inh,Texas Red fluor
COc1cc2c(C#N)c(N3CCOCC3)nc(N)c2c(N)n1,0.0%[57.5 µM],4%,-6%,62%[activator],-1%,10µM*,u,-1%,i,-8%,u
COc1ccc(C(=O)N2CCC3(CC2)CN(c2ccccc2)C3)cc1,0.7%,-9%,-6%,1%,14%,-17%,-8%[11.4 µM],-16%,i,u,i
CCCOC(=O)Nc1ccccc1C(N)=O,0.3%,8%,-3%,-1%,5%,3%,2%,-3%,x,4%,x
COc1ccccc1C(=O)N1CCN(C(=O)COc2cccc(C)c2)CC1,x,-12%,-6%,-4%,9%,0%,5%,0%,i,37%[activator],i
O=C(Nc1ccccc1Cl)c1ccc2c(c1)N(Cc1ccc(F)cc1)C(=O)CS2=O (stereo not given),-0.6%,58%,-3%,-5%,-7%,2%,2%,-1%,x,-7%,x
CCNC(=O)NC(=O)COC(=O)c1ccccc1SCC(=O)NC(=O)NCC,-2.2%,-9%,-1%,32µM*,-9%,u,-19%,0%,i,-3%,i
Cc1cc(NC(=O)CSc2nc(-c3ccccc3)cs2)no1,-1.9%,-3%,-5%,-5%,-6%,u,-5%,-2%,i,1%,i
C1CN(c2nc3nonc3nc2N2CCOCC2)CCO1,0.5%[57.5 µM],0%,0%,-1%,-2%,-7%,7%,-2%,i,7%,u
COc1ccc(-c2cc(C(=O)Nc3cc(OC)c(OC)c(OC)c3)no2)cc1OC,-0.2%,8%,-3%,25%,-2%,0%,1%,2%,i,-5%,i
CCOc1cc2[nH]c(=S)n(CCOC)c(=O)c2cc1OCC,4.4%[0.369 µM],19%,-4%,0%,-7%,u,5%,-3%,i,u,i
Cc1cccc(CN2CCC(CNC(=O)C3CCCN(S(=O)(=O)c4cnc[nH]4)C3)CC2)c1 (stereo not given),1.8%,-7%,-9%,4%,0%,-8%,0%,-1%[2.3 µM],x,-15%,x
CCN1CCCC1CNC(=O)CSCc1nc(-c2ccccc2C)oc1C (stereo not given),-2.9%,26%,2%,14%,-4%,-12%,9%,0%,i,15%,i
COc1ccc(-c2noc(CCC(=O)NC3CCCCC3)n2)cc1OC,3.7%[1.84 µM],4%,6%,-4%,0%,11%,4%,-1%,i,-15%,i
CCOC(=O)C1CCN(C(=O)CSC2=NCCS2)CC1,-2.6%,10%,-4%,-15%,0%,-13%,0%,-1%,i,-6%,u
COc1ccc(OCC(=O)c2c(O)c3ccccc3oc2=O)cc1,-0.9%,-10%,-5%,-23%,u,-5%,-2%,-13%,i,-3%,u
CC(=O)OC[C@@H]1O[C@@H](O/N=C2/C[C@@H](O)[C@@H](O)[C@@H]3[C@@H]4C(=O)N(C[C@@H]5CCCO5)C(=O)[C@H]4CC[C@@H]23)[C@H](OC(C)=O)[C@H](OC(C)=O)[C@@H]1OC(C)=O,0.9%[9.22 µM],x,x,0%[11.4 µM],8%[11.4 µM],x,1%[11.4 µM],x,x,5%[11.5 µM],x
CCn1c(CNC(=O)c2cccs2)nnc1SCC(=O)NCCc1ccccc1,0.0%,4%,5%,27%,-16%,-9%,0%,-3%,i,1%,i
CO[C@H]1COC(=O)[C@@H](Cc2ccccc2)NC(=O)[C@@H](C)COC(=O)CCC[C@@H]1C,2.2%[9.22 µM],x,x,-2%[11.4 µM],12%[11.4 µM],x,0%[11.4 µM],x,x,16%[11.5 µM],x
O=C(O)c1ccccc1OCCOCCOc1ccccc1C(=O)O,-0.2%,4%,0%,-5%,7%,0%,1%,1%,i,1%,i
COc1ccccc1C1/C(=C(/O)c2ccccc2)C(=O)C(=O)N1CC(C)C (stereo not given),x,-6%,-5%,15%,116%[activator],8%,0%,0%,i,-8%,u
Cc1ccc(N(C(=O)Cn2nnc(-c3ccc(C)o3)n2)C(C(=O)NC2CCCC2)c2ccco2)cc1 (stereo not given),0.2%[57.5 µM],-1%,1%,15%,14%,9%,-1%,-2%,i,-10%,i
[N-]=[N+]=CC(=O)CNC(=O)[C@@H](Cc1ccccc1)N1C(=O)c2ccccc2C1=O,4.0%[0.369 µM],-12%,-1%,-8%,9%,u,0%,-4%,i,-8%,u
COc1ccccc1CN1CCCC2(CCN(C(C)=O)CC2)C1,2.7%,29%,-3%,9%,0%,0%,0%[11.4 µM],-6%,i,1%,i
CC1=NC(C)Cc2ccccc21 (stereo not given),0.0%,-5%,-8%,-4%,-7%,-3%,2%,-4%,i,-11%,i
COC(=O)[C@H]1C[C@@H]1[C@H](NC(=O)c1cccnc1)c1ccccc1,3.2%,2%,-5%,6%,x,2%,x,-5%,x,13%,x
O=C(NO)C1CC2C=CC1C2 (stereo not given),0.0%[57.5 µM],0%,-6%,1%,6%,-15%,1%,-1%,i,-10%,u
O=C(CSc1oc(-c2ccco2)nc1S(=O)(=O)c1ccc(Cl)cc1)NCC1CCCO1 (stereo not given),-3.3%,-8%,-7%,-25%,-22%,-16%,0%,-7%,i,2%,i
CCC(=O)N1CCN(C(C)=O)C1c1ccccc1 (stereo not given),x,9%,-2%,2%,2%,-1%,2%,4%,i,-8%,i
CCOC(=O)c1c(C)n(C)c2ccc(OCC(O)CN3CCN(C)CC3)cc12 (stereo not given),1.2%,49%,-11%,5%,-21%,u,0%,-14%,x,-6%,x
COCCOC(=O)C1=C(N)OC2=C(C(=O)CC(C)(C)C2)C1c1cccnc1 (stereo not given),-0.4%,2%,12%,-4%,0%,1%,1%,-3%,i,12%,i
CCC(C)N(C(=O)c1csnn1)C(C(=O)NCc1ccc(F)cc1)c1ccco1 (stereo not given),0.2%,-11%,2%,-3%,8%,-6%,2%,1%,i,-2%,i
COc1ccc(C(c2sc3ncnn3c2O)N2CC(C)OC(C)C2)cc1OC (stereo not given),-0.4%,1%,-6%,-8%,5%,13µM*,13µM*,-4%,x,x,x
COCCn1c(=O)c(-c2cc(F)cc(F)c2)nc2cnc(Nc3cccc(OC)c3)nc21,u,409%,-2%,8%,0%,u,0%[11.4 µM],-5%,i,3%,i
Cn1c(=O)c2c(nc(Br)n2CCc2ccccc2)n(C)c1=O,2.2%[0.369 µM],-1%,4%,-6%,9%,u,0%,-2%,i,-24%,i
COc1ccc2c(Cl)c(-c3nnc(SCC(N)=O)n3C)sc2c1,-0.6%,10%,0%,-17%,u,u,-7%,-4%,x,x,x
Cc1ccc(S(=O)(=O)NC(CC(=O)O)c2ccco2)cc1 (stereo not given),5.2%[57.5 µM],3%,2%,-6%,1%,4%,0%,-1%,i,-18%,i
COc1ccc(S(=O)(=O)CCC(=O)N2CC(=O)N(CCc3ccccc3)C(=O)C2)cc1,1.6%,-8%,-3%,u,-8%,u,0%,-8%,i,5%,i
N#Cc1nc(-c2ccco2)oc1NCCN1CCOCC1,-4.7%[0.369 µM],10%,1%,u,13%,15%,1%,-2%,i,-11%,u
CS(=O)(=O)N1CCC2(CCCN(c3ccncc3)C2)CC1,4.0%,-5%,-6%,9%,0%,2%,0%[11.4 µM],-4%,i,u,i
CN(C)CCCn1c2c3ccccc3ccc2c2oc(=O)c3ccccc3c21,0.5%[9.22 µM],93%[11.4 µM],u,15%[11.4 µM],11%[11.4 µM],u,2%[11.4 µM],2%[11 µM],i,5%[11.5 µM],i
COc1ccc(NC(=O)c2cc3ccccn3n2)cc1,-0.5%,-6%,-1%,0%,3%,-11%,6.3µM*,-3%,x,-19%,x
